S3 lipid droplet: qHTS Assay for Lipid Storage Modulators in Drosophila S3 Cells | Drosophila S3 cells, BODIPY lipid droplet fluorescence, 18-24 h; cells fed with added oleic acid | lipid storage change, negative = inhibition, % at the top dose, mostly 46.1 µM; hits show Potency in µM | 0.64% of 320,000 active; active means well fitted inhibition curve with a large enough effect in the signal ratio, with a control signal flat, not every such curve was filed as active; inconclusive means small, poorly fitted or top-dose-only effect, or effect the other way, or a change in a side signal; the % refers to the signal ratio
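Drosophila S3 cells loaded with oleic acid (400 uM, as added) and compounds at several concentrations; lipid droplets imaged by 488-nm laser-scanning cytometry, 500–530 nm intensity and object ratio to cell channel. Percent activity normalized to 20 uM Triacsin C.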
S3 lipid droplet cell count max: second read-out of S3 lipid droplet, no call of its own (marks repeat the call); cell number change, %; measured here: cell count max response;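 cells counted by Cell Tracker Red CMTPX staining in the red channel; peak over a dose series mostly up to 46.1 µM; percent activity relative to internal control wells on each plate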
* = called active by the depositor; i = inactive; ? = inconclusive; / = not tested or not shown. On the % scale 0 is the no-effect control and ±100 the full control effect; potency means the concentration at half of the fitted maximal effect. Only part of the results is shown; count on the stated rates, not on these rows.

structure,S3 lipid droplet,S3 lipid droplet cell count max
CCN(Cc1ccccc1)C(=O)COC(=O)c1n[nH]c2ccccc12,?,/
CCn1c(CNC(=O)Cc2ccc(OC)cc2)nnc1SCC(=O)c1ccccc1,i,/
Clc1cccc(CN2CCc3c([nH]c4ccccc34)C2)c1,i,-23.5
COc1ccc(CCCC(=O)N/N=C/c2ccccc2OC)cc1,?,/
COc1ccc(NC2CC(=O)NC2=O)cc1 (configuration not stated),?,/
O=C(CN1C(=O)COc2ccc(S(=O)(=O)N3CCCCC3)cc21)NCc1ccc(F)cc1,?,/
CN(C)S(=O)(=O)c1cc(NC(=O)CN2CCN(c3ccccc3F)CC2)ccc1Cl,-1.0%,-22.7
CCCCn1c(N)c(N(CC(C)C)C(=O)C2CC(=O)N(c3ccccc3C(C)CC)C2)c(=O)[nH]c1=O (configuration not stated),i,2.0

The last 6 records of the section before are carried over, then new ones follow:
structure,S3 lipid droplet,S3 lipid droplet cell count max
Clc1cccc(CN2CCc3c([nH]c4ccccc34)C2)c1,i,-23.5
COc1ccc(CCCC(=O)N/N=C/c2ccccc2OC)cc1,?,/
COc1ccc(NC2CC(=O)NC2=O)cc1 (configuration not stated),?,/
O=C(CN1C(=O)COc2ccc(S(=O)(=O)N3CCCCC3)cc21)NCc1ccc(F)cc1,?,/
CN(C)S(=O)(=O)c1cc(NC(=O)CN2CCN(c3ccccc3F)CC2)ccc1Cl,-1.0%,-22.7
CCCCn1c(N)c(N(CC(C)C)C(=O)C2CC(=O)N(c3ccccc3C(C)CC)C2)c(=O)[nH]c1=O (configuration not stated),i,2.0
CC(NCCC1(Cc2ccccc2Cl)CCOC(C)(C)C1)c1cccs1 (configuration not stated),-1.0%,-9.9
COc1ccc(NC(=S)Nc2ccc(N)c([N+](=O)[O-])c2)cc1,i,-22.0
COc1ccc(CCNC(=O)C2CCC(CNS(=O)(=O)c3ccccc3)CC2)cc1OC (configuration not stated),7.7%,/
COc1cccc(=O)c2c(C)n(C)c(C)c12,?,/
O=C(C(=O)N1CCN(c2ccccc2Cl)CC1)c1c[nH]c2ccccc12,?,/
O=C(Nc1nc2ccccc2[nH]1)c1ccc(Cl)cc1,i,17.6
CCN(CC)S(=O)(=O)c1ccc(NC(=O)COC(=O)c2c[nH]c(=O)[nH]c2=O)cc1,-27.6%,-0.7

2 entries from above, with two lines to a compound.
Each structure is followed by: S3 lipid droplet | S3 lipid droplet cell count max
CC(NCCC1(Cc2ccccc2Cl)CCOC(C)(C)C1)c1cccs1 (configuration not stated)
  -1.0% | -9.9
COc1ccc(NC(=S)Nc2ccc(N)c([N+](=O)[O-])c2)cc1
  i | -22.0
